Compound activity: PubChem BioAssay, National Center for Advancing Translational Sciences (NCATS)
Pf growth 48h: Primary qHTS for delayed death inhibitors of the malarial parasite plastid, 48 hour incubation | P. falciparum luciferase growth in erythrocytes, 48 h | Potency, µM (series often up to 28.7 µM), without a hit: top-dose activity change, negative = inhibition, hits mostly inhibitors | actives 5.9% (n = 310,000); note: potency is the fitted concentration of half-maximal effect; % is set by controls: 0 for no effect and ±100 for the full control effect
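Erythrocytes infected with P. falciparum carrying an integrated firefly luciferase reporter (2% hematocrit, 0.1% parasitemia final) were exposed to compounds in RPMI 1640 with 0.5% Albumax at 37 C, 5% CO2. Growth inhibition was scored as reduced luminescence.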
Giardia FBPA inh: qHTS Assay for Inhibitors of Fructose-1,6-bisphosphate Aldolase from Giardia Lamblia; Potency, µM (doses to about 59.6 µM), inactives show top-dose activity, negative = inhibition, most hits filed as inhibitors; AID 2451, 2010; purified Giardia FBPA; A8B2U2; actives 0.71% (n = 290,000); note: potency is the fitted concentration of half-maximal effect; % is set by controls: 0 for no effect and ±100 for the full control effect; nearly all actives have a fitted effect of over 55% in size
Target sequence (A8B2U2 whole entry, looked up): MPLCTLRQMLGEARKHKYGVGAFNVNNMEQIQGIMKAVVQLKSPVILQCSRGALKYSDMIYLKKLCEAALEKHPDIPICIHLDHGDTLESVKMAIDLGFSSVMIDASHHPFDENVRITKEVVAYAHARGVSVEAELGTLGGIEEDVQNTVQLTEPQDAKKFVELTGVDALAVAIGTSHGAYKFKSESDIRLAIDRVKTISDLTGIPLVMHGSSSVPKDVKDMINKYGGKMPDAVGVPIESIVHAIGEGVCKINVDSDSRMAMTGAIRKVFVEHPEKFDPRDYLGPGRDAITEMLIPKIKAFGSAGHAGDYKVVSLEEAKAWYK
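40 nM FBPA preincubated 10 min at RT with compound (up to 57.5 uM final), then substrate plus GAPDH/TPI/NAD/arsenate coupling and diaphorase/resazurin added. Fluorescence read after 20 min at RT, 525/598 nm.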
Pf growth 96h: Primary qHTS for delayed death inhibitors of the malarial parasite plastid, 96 hour incubation; AID 504834, 2011; actives 6.9% (n = 320,000); Potency, µM (titrated, usually from 28.7 µM), without a hit: at the top dose activity change, negative = inhibition, usual class: inhibitors; P. falciparum luciferase reporter growth, 96 h; note: potency is the fitted concentration of half-maximal effect; % is set by controls: 0 for no effect and ±100 for the full control effect
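Parasite growth measured via integrated firefly luciferase reporter in P. falciparum. Infected erythrocytes at 2% hematocrit, 0.05% parasitemia final were treated 96 hours at 37 C under 5% CO2, and luminescence was read.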
Shiga inhibitor: A qHTS for Small Molecule Inhibitors of Shiga Toxin | Vero cells, Shiga toxin protein synthesis inhibition reporter | inhibition, % at 38.7 µM | actives 9.2% (n = 290,000) | AID 2315, 2010; in the data active = inhibition mostly above about 28%, no sharp cut-off; inactive = mostly below about 43%; note: 0% is about no effect
Cycloheximide cs: Cycloheximide Counterscreen for Small Molecule Inhibitors of Shiga Toxin. AID 2314, 2010. max response, %. cell reporter, cycloheximide protein synthesis inhibition counterscreen. actives 12% (n = 300,000); in the data active = max response mostly above about 13%, no sharp cut-off; inactive = mostly below about 14%; note: read at 38.3 µM for the half of the compounds with a filed dose; 0% is about no effect
HCV inhibitor: qHTS Assay for Inhibitors of Hepatitis C Virus (HCV). Huh7.5.1 HCVcc-Cre infection, luciferase reporter, 44 h. Potency, µM (top dose mostly 41.8 µM), without a hit: top-dose activity change, negative = inhibition, usual class: inhibitors. actives 3.4% (n = 340,000). AID 651820, 2012; note: potency is the fitted concentration of half-maximal effect; % is set by controls: 0 for no effect and ±100 for the full control effect
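Whole-lifecycle infectious HCVcc-Cre system; cells 1,000/well, compound then virus (~0.5 moi) added 4 h after plating, 44 h culture. Luciferase read 15 sec following 15 min substrate incubation, room temp.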
The depositor's hits bear a star; ? = inconclusive; . = not tested or not shown; & = joins results of further samples; [ ] = dose if it differs, or a comment. Unless noted, calls come from the whole dose curve; as a rule, active = well fitted curve in the direction sought with a large enough effect; inconclusive = small, poorly fitted or top-dose-only effect, or another doubt; inactive = no such curve, though single readings can be large; an effect the other way counts as inactive or inconclusive. Compounds as they come. Share with any hit: about 24%.

SMILES	Pf growth 48h	Giardia FBPA inh	Pf growth 96h	Shiga inhibitor	Cycloheximide cs	HCV inhibitor
Oc1cccc(-n2nnnc2SCc2ccccc2F)c1	?	-1%	?	-5	-2	2%
CCc1ccc(C(C)NC(=O)/C=C/c2ccc(Br)cc2)cc1 (stereo not drawn)	12%	4%	.	-6	9	-4%
CCc1ccccc1NC(=O)c1ccoc1C	8%	2%	20%	0	-4	6%
COc1ccc(NC(=O)CSc2nc(C)cs2)cc1	29%	1%	8%	66*	28*	-7%
CS(=O)(=O)N(CC(=O)N1CCCC1)Cc1ccc(Cl)cc1	12%	0%	-4%	-2	-3	0%
CC(=O)Nc1ccc(C(=O)NNC(=O)CCc2ccccc2)cc1	-3%	6%	51%[activator]	-6	-2	15%
CC(=O)Nc1ccc(S(=O)(=O)N[C@@H](C)C(=O)OCc2ccc(Cl)cc2)cc1	4%	10%	24%	-13	1	9%
CN(C)CCCCCNCCCNC(=O)/C=N\O	11%	-1%	-28%	-18	0	15%
CCCCNC(=O)C1CCCN(S(=O)(=O)c2ccc(S(=O)(=O)NCC(C)C)cc2)C1 (stereo not drawn)	-14%	8%	.	12	1	?
C=CCN(CC=C)C(=O)c1cccc(S(=O)(=O)N2c3ccccc3CC2C)c1 (stereo not drawn)	2.3µM*	1%	?	-7	-1	?
CC(C)(C)OC(=O)NCc1nc(N)n[nH]1	11%	-1%	43%[activator]	2	1	5%
CC(C)CC(c1nnnn1CC1CCCO1)N1CCN(Cc2ccc3c(c2)OCO3)CC1 (stereo not drawn)	3%	-1%	101%[activator]	-5	-2	-11%&-12%
Cc1cc(C)n2nc(Nc3ccccc3)cc2n1	72%[activator]	-24%	?	88*	28*	11%
CCOc1ccc(C(=O)NCCCN2CCCC2=O)cc1	38%[activator]	4%	.	18	17*	15%
COc1cc(C(c2c(C)[nH][nH]c2=O)c2c(C)[nH][nH]c2=O)ccc1OC(=O)c1cccc([N+](=O)[O-])c1	-8%	0%	?	-12	-1	22%
CC1CCCN(C(=O)c2ccc(OC3CCN(CCc4ccccc4)CC3)cc2)C1 (stereo not drawn)	?	.	1%	3	-1	?
OCCN(CCO)c1nc(-c2ccccc2)nc2c1oc1ccccc12	-26%	-9%	20%	-7	-3	?
O/N=C(\c1ccc(Cl)cc1)c1cc2ccccc2o1	?	-16%	29%	-5	-2	?
COC(=O)C1CCN(C(=O)Cc2c(OC)ccc3cc(Br)ccc23)CC1	?	-8%	116%[activator]	-9	-2	-13%
COc1ccc(-n2ncc3c2CC(C)(C)CC3NC(=O)CCCN2CCCC2=O)cc1 (stereo not drawn)	-9%	-9%	26%	-15	-4	15%
CCOc1ccc(NC(=O)Nc2cccn(Cc3ccccc3)c2=O)cc1	-15%	?	?	33	31*	10µM*
CCN(CC)CCNC(=O)C(=O)Nc1ccc(C(=O)OC)cc1	16%	-2%	16%	9	2	24%
CCOC(=O)N1CCN(c2c(N3CCN(c4cccc(C(F)(F)F)c4)CC3)c(=O)c2=O)CC1	1%	3%	-26%	-6	-1	11%&-27%
C[C@@H]1CCC(=O)N(CC[C@H](Sc2ccc(Br)cc2)c2ccccc2)CC1	?	.	?	.	.	?
Cc1ccc(CN2CCN(Cc3cn[nH]c3-c3cccc(F)c3)CC2CCO)o1 (stereo not drawn)	?	2%	?	7	2	13%
COc1cc(C(=O)Oc2ccccc2/C=N/NC(=O)c2ccc(Cl)cc2Cl)cc(OC)c1OC	6.6µM*	-7%	?	26*	23*	?
O=C(Nc1ccc(F)cc1)c1cccc(NC(=O)C2C3CC4OC(=O)C2C4C3)c1 (stereo not drawn)	.	-2%	?	-5	4	-3%
CCc1ccc(C(=O)COC(=O)c2cnc(C)cn2)cc1	25%	-4%	-2%	-2	5	6%
CN(c1ccc(C(=O)N2CCOCC2)cc1)S(C)(=O)=O	11%	1%	.	-7	1	14%
CCOc1ccc(-n2cc(-c3ccccc3)c3c(=O)[nH]cnc32)cc1	?	-7%	?	-11	-3	17%
O=[N+]([O-])c1ccc(Cl)c(NC(=S)N2CCCC2)c1	36%[activator]	?	24%	50*	33*	4%
O=C(Cc1cccs1)NCc1cccc(Cl)c1	79%[activator]	-2%	8%	89*	41*	-3%
COc1ccc(C(=O)OCC(=O)Nc2cccc(C(C)=O)c2)cc1OC	4%	2%	-17%	8	9	-14%
Cc1cc(C(=O)COC(=O)c2ccc3c(c2)NC(=O)CS3)c(C)n1CC1CCCO1 (stereo not drawn)	-7%	0%	0%	56*	38*	?
CC(C)=Cc1oc2ccc([N+](=O)[O-])cc2c1N1CC(C)OC(C)C1 (stereo not drawn)	19%	-16%	6%	20	-4	4%
Cc1ccc(OCCC(=O)OCC(=O)Nc2ccc3c(c2)OCO3)cc1	2%	.	32%[activator]	.	.	1%
CCCC(=O)Nc1ccccc1-c1nnc(SC)[nH]c1=O	.	0%	?	-4	-1	23%
O=C(NCCOc1ccccc1)c1cc2ccccc2o1	170%[activator]	11%	.	117*	45*	7%
O=C(CN1N=C(c2ccc(Cl)cc2)CCC1=O)NCCN1CCc2ccccc2C1	-12%	1%	14%	-11	-4	-10%
CCOc1ccc(N2C(=O)CN(CC(=O)OC)C2=S)cc1	12%	5%	42%[activator]	-25	-4	11%
Cc1ccc(-c2nc(CS(=O)CC(=O)NC3CCCCC3)c(C)o2)cc1 (stereo not drawn)	-13%	.	?	14	10	1%
COc1cc(OC)cc(C(=O)NNC(=O)c2ccc(S(=O)(=O)N(C)c3ccccc3OC)cc2)c1	-82%	17%	0.083µM*	-2	0	-22%
C/C(=N\Nc1nc2ccccc2[nH]1)c1ccc([N+](=O)[O-])cc1	0.19µM*	0%	0.066µM*	-8	7	10µM*
CN(CC(=O)Nc1ccc(N2CCOCC2)cc1)C(=O)Cc1ccccc1	-25%	.	-24%	.	.	-2%
COc1ccc(-c2cc(-c3nnc(COC(=O)CC4CCCC4)o3)c3ccccc3n2)cc1OC	?	0%	?	-12	-2	?
CN(C)Cc1nc2ccccc2c(=O)n1CC(=O)Nc1cccc(S(=O)(=O)N2CCOCC2)c1	-17%	-8%	11%	7	-2	?
Cc1c(N=C2NC(=O)C(CC(=O)Nc3ccccc3)S2)c(=O)n(-c2ccccc2)n1C (stereo not drawn)	12%	-7%	.	7	3	14%&4%
Cc1ccc(Cl)cc1NC(=S)N(Cc1cccs1)C1CCCC1	3%	1%	?	-3	0	1%
O=C(NC(=S)Nc1ccccc1N1CCOCC1)c1ccco1	2%	-20%	37%[activator]	-3	1	-17%
Cc1c(N=Nc2c(O)[nH]c(=O)[nH]c2=O)c(=O)n(-c2ccccc2)n1C	3%	16µM*	51%[5.75 µM]	-1	1	-4%
CN1C(=O)NC(c2ccc(Cl)cc2)C2=C1CC(C)(C)CC2=O (stereo not drawn)	3%[0.00184 µM]	-3%	?	-15	-7	17%
CN(Cc1ccccc1)C(=O)Cn1nc(C(F)(F)F)c2c1CCC2	8%	7%	-14%	20	-2	-9%
CCOC(=O)c1ccc(OCc2c(C)noc2C)cc1	.	-2%	6%	-3	6	3%
CC(C)(C)n1cnc2cc(NCc3cccs3)ccc21	196%[activator]	-7%	-18%	120*	30*	-9%
CC(C)(C)c1nc(SCC(=O)NCc2cccs2)c2ccccc2n1	7%	-2%	23%	-13	-1	4%
Cc1nc2sc(C(c3cccs3)N3CCC(C(N)=O)CC3)c(O)n2n1 (stereo not drawn)	62%[activator]	-2%	77%[activator]	3	5	14%
O=C1Nc2ccccc2N(O)N1c1cc(-c2ccc(Cl)cc2)[nH]n1	38%[activator]	1%	?	13	10	-1%
CCc1ccc(NC(=O)CSc2nnc(CNC(=O)c3c(F)cccc3Cl)o2)cc1	18%	3%	54%[activator]	-26	-2	?
COC(=O)C(Cc1c[nH]c2ccccc12)NC(=O)CNC(C)=O (stereo not drawn)	.	-2%	-3%	-20	-3	11%
CCCc1sc(N2CCCC(C(N)=O)C2)nc1-c1ccccc1 (stereo not drawn)	-10%	2%	?	-9	-4	-15%
Following part.
SMILES	Pf growth 48h	Giardia FBPA inh	Pf growth 96h	Shiga inhibitor	Cycloheximide cs	HCV inhibitor
COc1ccc(S(=O)(=O)N2CCCOC2CNC(=O)C(=O)NCc2ccccc2F)cc1C (stereo not drawn)	-19%	.	?	-4	-2	-7%
CSc1nnc(SCC2=NNC(=O)SC2)s1	40%[activator]	3%	35%[activator]	16	-2	6%
Cc1ccccc1-c1nnc(-c2ccc(Br)cc2)o1	.	0%	-7%	53	21*	17%
C=CCN1c2ccccc2[C@]23C[C@@H](C(=O)OC)N(C(C)=O)C2=NC(C(=O)OC)=C(C(=O)OC)[C@H]13	62%[activator]	5%[12.9 µM]	84%[activator]	-6	-2	5%
CCOc1ccc(CCNC(=O)COC(=O)/C=C/c2ccc(OC(F)F)c(OC)c2)cc1OCC	?	.	?	.	.	-15%
CCCCN1C(=O)C(=O)N(CC(=O)N2CCN(c3ccccc3)CC2)C1=O	?	.	8%	.	.	37%[activator]
NC(=O)c1cc(S(=O)(=O)N2CCOCC2)cs1	6%	.	?	9	-1	26%
Cc1cc(Cl)c(S(=O)(=O)NC(C(=O)O)C(C)C)cc1OCC(=O)NC1CCCCC1 (stereo not drawn)	.	11%	47%[activator]	-15	-4	17%
Cc1ccc(N(CC(=O)Nc2ccc(-c3nc4ccc(C)cc4s3)cc2)S(C)(=O)=O)cc1	193%[activator]	6%	82%[activator]	117*	58*	-8%
Cc1nn(C)cc1C(=O)NNC(=S)Nc1ccc(Cl)cc1	?	-1%	?	4	-3	10%
CCOc1ccccc1OCC(=O)Nc1ccc(S(=O)(=O)N(C)C)cc1	?	3%	?	-9	-4	-23%
Cc1cccc(NC(=O)Cn2cnc3c(oc4ccccc43)c2=O)c1	6%	1%	?	-8	1	?
COC(=O)[C@@]1(Cc2ccc(F)cc2)[C@H]2c3cc(C(=O)N(C)C)n(Cc4ccc(OC)c(OC)c4)c3C[C@H]2CN1C(=O)c1ccccc1	?	-2%&-3%	5.2µM*	-7	-4	5%[8.37 µM]
COc1cc(C2Nc3ccccc3C(=O)N2c2ccccc2OC)ccc1O (stereo not drawn)	-2%	0%	?	18	6	-7%
O=C(CN1C(=O)NC2(CCOc3ccccc32)C1=O)Nc1ccc2c(c1)OCCO2 (stereo not drawn)	.	-5%	2%	5	5	14%
Cc1ccc(Cn2ccc(NC(=O)c3cc(C)on3)n2)cc1	.	2%	.	52	29*	4%
COc1ccc(-c2sc(Nc3ccc(F)c(F)c3F)nc2CCC(=O)NN)cc1	?	5%	?	100*	42*	-1%
COc1ccc(S(=O)(=O)N2CCN(CCC(=O)Nc3ccccc3F)CC2)cc1	-25%	0%	.	-3	-4	-4%

Complete entries, quoted from the list. Order of values: Pf growth 48h, Giardia FBPA inh, Pf growth 96h, Shiga inhibitor, Cycloheximide cs, HCV inhibitor
`Cc1nn(C)cc1C(=O)NNC(=S)Nc1ccc(Cl)cc1` across the screens: ?, -1%, ?, 4, -3, 10%
`Cc1cc(Cl)c(S(=O)(=O)NC(C(=O)O)C(C)C)cc1OCC(=O)NC1CCCCC1` (stereo not drawn) across the screens: ., 11%, 47%[activator], -15, -4, 17%
`COc1ccc(S(=O)(=O)N2CCCOC2CNC(=O)C(=O)NCc2ccccc2F)cc1C` (stereo not drawn) across the screens: -19%, ., ?, -4, -2, -7%
`Cc1cccc(NC(=O)Cn2cnc3c(oc4ccccc43)c2=O)c1` across the screens: 6%, 1%, ?, -8, 1, ?
